PTHR1 ag – PTHR1 (human) receptor agonism. AID 743266. Potency, µM (titrated, usually from 115 µM), without a hit: at the highest dose activation, hits mostly activators. Q03431. hit rate 0.075% among 410,000. HEK293 GP2 PTHR1 cells, GloSensor cAMP luminescence, 1 h; further: nearly all actives have a fitted effect of over 55% in size; some results filed as inactive show a strong effect at the top dose; inactives centre near -15; many of its hits are not listed in these tables
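HEK-293-derived GP2 cells expressing PTHR1 and a GloSensor cAMP reporter, 3,000/well, plated overnight, given luciferin plus IBMX (each 0.5 mM as added) for 1 h at 37 °C, then compound for 1 h at 37 °C. Luminescence was read after 15 min at room temperature.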
EPAC2 ag – EPAC2 (human) agonism; Potency, µM (series often up to 154 µM), without a hit: at the top dose activation, most hits filed as activators; AID 720711; hit rate 0.079% among 360,000; EPAC2 activation, biochemical qHTS; response scale: 100% = 6.5 mM cAMP response; Q8WZA2; further: nearly all actives have a fitted effect of over 50% in size
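EPAC2 (100 nM) mixed with Rap1B loaded with BODIPY-GDP (250 nM) plus 50 uM unlabeled GDP; compounds pinned in, 5 min RT, then read every 5 min for 30 min (ex 480, em 540 nm). Normalized to cAMP control.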
aSyn yeast inh – rescues yeast growth from alpha-synuclein toxicity. Yeast expressing alpha-synuclein, growth rescue, BacTiter-Glo, 24 h. Potency, µM (titrated, usually from 46.1 µM), for inactives: at the top dose growth rescue (activation), most hits filed as activators. hit rate 0.14% among 370,000; further: % of control where 0% means no effect; nearly all actives have a fitted effect of over 65% in size
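Galactose-induced alpha-syn yeast (OD600=0.02, raffinose-pregrown) + pinned cpd, 24 hr, 30 deg C; growth by BacTiter-Glo luminescence. Growth restoration scores as activation.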
EPAC2 antagonist – EPAC2 (human) antagonism; Q8WZA2; EPAC2 GEF exchange of Rap1B-BODIPY-GDP, fluorescence; Potency, µM (titrated, usually from 114 µM), for inactives: at the highest dose activity, negative = inhibition, hits mostly inhibitors; hit rate 0.18% among 360,000; AID 720708; further: on the % scale 0 is the no-effect control and ±100 the full control effect; nearly all actives have a fitted effect of over 45% in size; many of its hits are not listed in these tables
EPAC1 agonist – agonists of human EPAC1; O95398; EPAC1 agonist qHTS, biochemical assay; response scale: 100% = response to 6.5 mM cAMP; Potency, µM (series often up to 154 µM), inactives show at the top dose activation, actives largely listed as activators; hit rate 0.073% among 360,000; further: nearly all actives have a fitted effect of over 60% in size
Target sequence (O95398 whole entry, looked up): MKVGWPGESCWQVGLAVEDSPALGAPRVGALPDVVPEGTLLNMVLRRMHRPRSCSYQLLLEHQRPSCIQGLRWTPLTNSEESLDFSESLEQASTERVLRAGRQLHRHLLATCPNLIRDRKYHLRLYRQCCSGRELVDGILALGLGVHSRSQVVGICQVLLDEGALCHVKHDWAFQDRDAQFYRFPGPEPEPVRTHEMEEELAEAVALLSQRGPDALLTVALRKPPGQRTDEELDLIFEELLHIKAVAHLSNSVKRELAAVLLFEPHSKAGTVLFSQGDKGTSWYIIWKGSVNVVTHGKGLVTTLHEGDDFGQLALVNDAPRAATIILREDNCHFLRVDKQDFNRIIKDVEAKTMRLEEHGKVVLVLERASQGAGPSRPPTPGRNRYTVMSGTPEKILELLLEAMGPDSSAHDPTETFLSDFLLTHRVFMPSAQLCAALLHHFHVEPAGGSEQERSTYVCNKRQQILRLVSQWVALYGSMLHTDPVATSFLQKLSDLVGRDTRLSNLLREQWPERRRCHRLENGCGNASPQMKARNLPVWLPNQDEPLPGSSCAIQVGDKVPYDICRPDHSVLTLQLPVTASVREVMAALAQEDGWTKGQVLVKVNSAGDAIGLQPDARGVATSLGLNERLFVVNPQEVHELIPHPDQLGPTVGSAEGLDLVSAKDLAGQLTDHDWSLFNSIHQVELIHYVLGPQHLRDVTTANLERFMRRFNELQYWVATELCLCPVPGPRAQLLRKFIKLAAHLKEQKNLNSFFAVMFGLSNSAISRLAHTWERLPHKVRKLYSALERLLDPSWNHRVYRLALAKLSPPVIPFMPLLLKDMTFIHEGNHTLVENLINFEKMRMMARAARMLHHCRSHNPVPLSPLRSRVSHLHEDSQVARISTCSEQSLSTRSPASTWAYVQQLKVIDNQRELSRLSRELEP
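Multi-concentration qHTS readout: loss of Rap1B-bound BODIPY-GDP fluorescence driven by 100 nM EPAC1 with excess GDP (50 uM), monitored kinetically at room temperature; agonist response expressed relative to 6.5 mM cAMP.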
TDP43 rescue – rescues yeast growth from TDP-43 toxicity; TDP-43 expressing yeast growth rescue, BacTiter-Glo, 24 h; Potency, µM (top dose mostly 46.1 µM), for inactives: at the highest dose growth rescue (activation), usual class: activators; hit rate 1.8% among 410,000; AID 652104; further: % of control where 0% means no effect; nearly all actives have a fitted effect of over 50% in size
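In this qHTS, compounds that restore growth of yeast expressing TDP-43 appear as activators. Cells (OD600=0.02, galactose medium, raffinose-pregrown) are incubated with compound 24 hr at 30 deg C and growth is quantified by BacTiter-Glo.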
EPAC1 antagonist – EPAC1 (human) antagonism | EPAC1 GEF assay, Rap1b-BODIPY-GDP exchange fluorescence | Potency, µM (doses to about 115 µM), without a hit: at the highest dose activity change, negative = inhibition, most hits filed as inhibitors | hit rate 0.14% among 360,000;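 further: plate controls were vehicle for no effect and positive control for full effect; nearly all actives have a fitted effect of over 50% in size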
FUS yeast rescue – suppressors of FUS proteinopathy in yeast; S. cerevisiae FUS-expressing, growth rescue, OD600, 24 h; Potency, µM (series often up to 76.6 µM), for inactives: at the top dose growth rescue (activation), hits mostly activators; hit rate 0.24% among 390,000;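 further: plate controls were DMSO vehicle for no effect and reference control for full effect; nearly all actives have a fitted effect of over 55% in size; some results filed as inactive show a strong effect at the top dose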
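Galactose (2%) drives FUS expression in yeast precultured in raffinose; seeding density OD 0.005. Test compounds incubated 24hr at 30C and 99% humidity before absorbance at 600 nm was measured.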
Starred values were filed as active, the others as inactive; i = inactive; ? = inconclusive; . = not tested or not shown; & = joins results of further samples; [ ] = remark or other dose. The call rests on the fitted dose curve; in most records, active means well fitted curve in the direction sought with a large enough effect; inconclusive means small, poorly fitted or top-dose-only effect, or another doubt; inactive means no such curve, though single readings can be large; an effect the other way counts as inactive or inconclusive. Potency means the concentration at half of the fitted maximal effect.

cpd | Compound | EPAC2 antagonist | EPAC1 agonist | EPAC1 antagonist | aSyn yeast inh | PTHR1 ag | TDP43 rescue | FUS yeast rescue | EPAC2 ag
1 | O=C(NC1CCCCC1)C(c1ccccc1)N(Cc1ccc2c(c1)OCO2)C(=O)c1cnsn1 (stereo not drawn) | -17.6% | 19.0% | ? | -0.7% | 10.4% | -2.4% | ? | 13.7%
2 | O=C(CCNc1cccc(C(F)(F)F)c1)c1ccco1 | -3.7% | -3.2% | -7.7% | 10.5% | i | 10.1% | 9.5% | -5.8%
3 | COc1ccc(NC2=NCCC2)cc1 | 0.0%[57.1 µM] | 5.4% | 0.8% | -3.0% | -4.3%[57.5 µM] | -8.5% | -19.2% | ?
4 | CCOC(=O)C1=C(O)/C(=C\c2cccs2)N=C1C | 9.5% | 3.0% | -2.8% | 5.6% | i | 0.0% | . | -1.8%
5 | CCc1cc(C(=O)c2ccc(C)cc2)c(NC(=O)CCl)s1 | -2.0% | -1.1% | -13.8% | 25.6% | -27.2% | 26.1% | 21.8% | 9.0%
6 | Cc1cc(N2CCCCC2)nc2ccccc12 | -8.8% | 8.3% | 8.6% | -9.5% | i | 18.1% | 9.8%&-3.9% | 8.9%
7 | Cc1cc(S(=O)(=O)N2CCC(NC(=O)C34CC5CC(CC(C5)C3)C4)CC2)ccc1-n1cnnn1 | 2.4% | 4.2% | -12.1% | -2.8% | i | -4.4% | 11.2% | -10.4%
8 | O=C(NNS(=O)(=O)c1ccc(F)cc1)C1CCN(Cc2cccc(F)c2)CC1 | -26.1% | 9.7% | 4.4% | -3.1% | -14.9% | -14.5% | 7.2% | 10.0%
9 | O=C(/C=C/c1ccc(F)cc1)N1CCN(Cc2ccccc2)CC1 | -0.3% | 11.4% | -0.3% | 2.5% | i | 14.5% | -13.8% | 2.8%
10 | O=[N+]([O-])c1ccc(-c2cnc[nH]2)cc1 | -3.2% | 3.4% | 16.8% | -7.4% | 0.7% | -10.5% | 6.6% | 15.3%
11 | Cc1ccc(N(Cc2ccccc2)C(=O)c2cccc(S(=O)(=O)N3CC(C)OC(C)C3)c2)cc1 (stereo not drawn) | 0.1% | -13.8% | ? | -19.6% | i | -31.2% | 28.2µM* | 8.0%
12 | COc1ccc(CNC(=O)CC(NC(N)=O)c2ccccc2Cl)cc1OC (stereo not drawn) | 16.5% | -3.0% | 4.2% | -4.5% | i | -9.9% | 13.9% | 1.7%
13 | O=C(COC(=O)c1ccncc1)Nc1cccc(Cl)c1 | 3.2% | 1.1% | 20.6% | -0.4% | ? | -15.6% | 40.3% | 0.6%
14 | CCC(=O)Nc1ncc2c(n1)CC(c1ccco1)CC2=O (stereo not drawn) | 0.4% | 3.4% | 4.0% | -1.6% | -11.0%[57.5 µM] | -24.4% | 3.1% | 3.3%
15 | O=C(CN(Cc1ccccc1)S(=O)(=O)c1ccccc1)N/N=C/c1ccccc1C(=O)O | 0.6% | -1.0% | -13.7% | -1.3% | i | -10.0% | 3.7% | 8.6%
16 | O=C(Nc1ccc([N+](=O)[O-])cc1)N1CCN(C(=O)C2CCCO2)CC1 (stereo not drawn) | -2.3% | 7.0% | -17.3% | -3.7% | 1.9% | 20.9% | . | -7.4%
17 | CCC(=NCCc1ccccc1)C1=C(O)CCC1=O | 17.0% | 7.7% | 4.3% | -5.8% | i | 6.2% | -5.8% | 11.0%
18 | O=C(CSc1nnc(-c2ccncc2)n1Cc1ccco1)Nc1ccccc1F | -4.5% | 5.9% | 1.1% | -0.8% | i | -17.1% | 16.0% | 15.4%
19 | CCn1c(SCC(=O)N2CCCCC2)nc2c1c(=O)n(C)c(=O)n2C | -1.0% | 9.4% | 11.2% | 1.3% | 0.0% | -6.3% | -8.9% | 7.2%
20 | CCn1c2ccccc2n2c(=O)c(=O)n(CC(=O)Nc3ccc(C(C)C)cc3)nc12 | 4.5% | 3.5% | 12.5% | -1.7% | i | -2.3% | . | 0.2%
21 | CCOC(=O)c1cccc(NS(=O)(=O)c2ccc(NC(C)=O)cc2)c1 | 19.2% | 1.1% | 11.7% | . | 28.7% | -7.8% | 12.4% | 10.5%
22 | CCOC(=O)N1CCC(NC(=O)CC2C(=O)NCCN2Cc2ccccc2F)CC1 (stereo not drawn) | -1.3% | 2.6% | 5.1% | -3.1% | -2.2% | 1.1% | -1.3% | 5.1%
23 | COc1cccc(CNC(=O)c2cc(C3CC3)nc3c2cnn3C(C)C)c1 | -19.8% | -9.3% | 7.8% | 0.5%[1.84 µM] | -25.9% | 17.8µM* | ? | 18.3%
24 | Cc1cc(NC(=O)COC(=O)c2c(C)c(C)c(C)c(C)c2C)no1 | 4.9% | 1.6% | -5.5% | 8.1% | -8.5% | ? | 7.6% | -3.7%
25 | Cc1cc(CNC(=O)COc2ccc(F)cc2)c2ccccc2n1 | -1.1% | 5.1% | -17.0% | -5.8% | -29.2% | 1.4% | -20.0% | 2.7%
26 | COc1ccccc1Cn1c(-c2ccccc2OC)nc2ccccc21 | -15.6% | 12.1% | -6.9% | -5.6% | -28.9% | 9.8% | 10.4% | 9.6%
27 | CCOc1ccc(S(=O)(=O)Nc2ccc(C(=O)NCCCN3CCCC3=O)cc2)cc1 | -1.3% | -6.2% | 2.0% | -0.8% | -31.7%[inhibitor] | 19.7% | -11.3% | -6.3%
28 | COc1ccc(NC2CCCN(C(=O)CSc3ccccc3)C2)cc1 (stereo not drawn) | -16.3% | -7.7% | -25.0% | 18.5% | -7.9% | 17.9% | 21.8% | 5.0%
29 | CCOCCCNC(=O)CC1Oc2ccc(C)cc2NC1=O (stereo not drawn) | 1.0% | 0.9% | 14.2% | -0.2% | -3.7% | -1.7% | -17.8% | 12.3%
30 | CCN1CCN(C(=O)CN(C)S(=O)(=O)c2ccc(OC)c(C)c2)CC1 | 7.7% | 7.9% | 16.7% | -11.4% | i | -11.1% | 16.3% | 4.2%
31 | CCN(CC)S(=O)(=O)c1ccc(N2CCOCC2)c(NC(=O)COc2ccccc2C#N)c1 | 1.1% | -3.7% | 1.9% | 1.0% | -48.0%[inhibitor] | 2.3% | -27.4% | 6.5%
32 | Cc1ccc(C(=O)OCCOc2cccc(Cl)c2)cc1S(=O)(=O)N1CCOCC1 | -5.8% | 10.4% | -8.4% | 5.1% | -54.1%[inhibitor] | 4.8% | 18.9% | 9.7%
33 | NC(=O)c1ccc(NC(=O)COC(=O)c2ccc3c(c2)OCCO3)cc1 | 2.4% | -10.8% | -6.0% | -7.2% | i | -21.8% | 4.1% | -4.4%
34 | CC(=O)c1c(C)[nH]c(C(=O)OC2CCCCC2=O)c1C (stereo not drawn) | 6.6% | 6.9% | -4.9% | 1.1% | i | -11.0% | 12.5% | 6.9%
35 | O=C(Nc1ccc(Nc2ccccc2)cc1)C(Cl)(Cl)Cl | -8.9% | 14.6% | -10.1% | 1.3% | -23.6% | 35.5µM* | . | 19.1%
36 | Cc1noc(C)c1NC(=O)N(C)C[C@@H]1Oc2ccc(NC(=O)CCC(F)(F)F)cc2CC(=O)N([C@@H](C)CO)C[C@@H]1C | -5.9% | 6.1% | -4.5% | -10.9% | -3.1% | -2.1% | 3.1% | -2.6%
37 | Cn1cccc1-c1cc(C(=O)N/N=C/c2ccccc2Cl)[nH]n1 | 0.8% | -4.9% | 12.9% | -12.5% | -24.8% | 13.9% | 6.2% | -0.1%
38 | Cc1cccc(NC(=O)CNC(=O)c2ccc(S(=O)(=O)NCc3ccco3)cc2)c1C | 4.1% | 8.9% | -5.4% | -0.4% | -22.5% | 2.5% | -24.7% | 12.1%
39 | COc1ccc(-c2csc(NC(=O)CC(NC(C)=O)c3ccccc3)n2)cc1OC (stereo not drawn) | -3.4% | -5.1% | ? | -5.4% | -55.3%[inhibitor] | -14.5% | 16.7% | 11.1%
40 | O=C(Cc1ccccc1F)NCC(=O)Nc1ccccc1Br | -2.6% | -4.4% | 7.6% | -3.1% | -12.9% | -15.0% | 6.2% | 3.5%

Record cards (already shown). Order of screens: EPAC2 antagonist, EPAC1 agonist, EPAC1 antagonist, aSyn yeast inh, PTHR1 ag, TDP43 rescue, FUS yeast rescue, EPAC2 ag
Results for CCN(CC)S(=O)(=O)c1ccc(N2CCOCC2)c(NC(=O)COc2ccccc2C#N)c1 = 1.1%, -3.7%, 1.9%, 1.0%, -48.0%[inhibitor], 2.3%, -27.4%, 6.5%
Results for CCOc1ccc(S(=O)(=O)Nc2ccc(C(=O)NCCCN3CCCC3=O)cc2)cc1 = -1.3%, -6.2%, 2.0%, -0.8%, -31.7%[inhibitor], 19.7%, -11.3%, -6.3%
Results for Cc1cc(S(=O)(=O)N2CCC(NC(=O)C34CC5CC(CC(C5)C3)C4)CC2)ccc1-n1cnnn1 = 2.4%, 4.2%, -12.1%, -2.8%, i, -4.4%, 11.2%, -10.4%
Results for Cc1ccc(C(=O)OCCOc2cccc(Cl)c2)cc1S(=O)(=O)N1CCOCC1 = -5.8%, 10.4%, -8.4%, 5.1%, -54.1%[inhibitor], 4.8%, 18.9%, 9.7%

Following part:
cpd | Compound | EPAC2 antagonist | EPAC1 agonist | EPAC1 antagonist | aSyn yeast inh | PTHR1 ag | TDP43 rescue | FUS yeast rescue | EPAC2 ag
41 | CCN(c1ccccc1)S(=O)(=O)c1ccc(N)cc1 | -17.8% | -4.3% | 1.5% | 4.8% | -17.6% | ? | -24.4% | 2.6%
42 | CCN(Cc1ccc2c(c1)OCCO2)C(=O)CN1C(=O)NC2(CCCCC2)C1=O | 12.4% | 6.1% | 6.9% | -2.4% | i | 7.4% | . | 7.9%
43 | O=C(Cc1ccccc1)Nc1ccc(NC(=O)c2cccs2)cc1Cl | 1.0% | 3.2% | ? | -5.4% | i | 4.6% | -16.2% | -0.2%
44 | O=C(Nc1ccc(F)cc1)Nc1ccccc1NS(=O)(=O)c1cccs1 | -8.8% | 5.5% | -15.6% | -3.1% | -26.8% | 10.1% | -15.7% | 5.4%
45 | CCCCOc1ccc(C(=O)NCC(=O)NCC(c2cccs2)N2CCOCC2)cc1 (stereo not drawn) | 1.9% | -16.2% | 4.9% | 7.4% | -96.2%[inhibitor] | 8.4% | -10.9% | -9.4%
46 | CCC(CC)C(=O)Nc1nnc(S(=O)(=O)N2CCCc3ccccc32)s1 | -13.8% | -7.5% | -10.4% | 1.6% | -43.7%[inhibitor] | 6.3% | -4.3% | -8.1%
47 | O=C(N/N=C/c1ccc(OC(=O)c2ccccc2Cl)cc1)c1ccccn1 | 9.3% | -20.4% | -1.4% | -1.7% | -8.2% | 13.0% | 18.5% | 0.6%
48 | COc1cc(S(=O)(=O)N2CCN(C(=O)c3ccco3)CC2)c(OC)cc1C | 4.5% | 16.9% | 4.2% | -0.3% | -10.3% | 1.9% | 1.1% | 8.4%

Not all compounds are listed; the hit share may differ from the screen's.
